M. tuberculosis – growth inhibition of non-replicating M. tuberculosis (AID 488890). one-dose inhibition, % at 25 µM; IC50 in µM for titrated hits. 320,000 tested, 0.39% active. Mycobacterium tuberculosis non-replicating, growth inhibition; higher % means a stronger effect; in the data active = a potency from the dose series; inconclusive = inhibition mostly from about 82% at the one dose, without a potency; inactive = the rest, 99 in 100 with inhibition below about 76%;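 note: plate controls were DMSO cells for no effect and high antibiotic wells for full effect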
influenza NS1A – H1N1 influenza NS1A inhibitors, functional cell based assay (AID 504329); NS1A functional cell-based assay, percent inhibition; higher % means a stronger effect; inhibition, % at 12.5 µM, or IC50 in µM where a hit was titrated; 340,000 tested, 0.3% active; in the data active = a potency from the dose series; inconclusive = inhibition above about 27% without an active follow-up result; note: strong numbers were not always called active
PhoP GFP inhibition – PhoP regulon inhibitors, Salmonella typhi PhoP promoter GFP reporter, confirmatory (AID 1850) | one-dose inhibition, % at 50 µM; IC50 in µM for titrated hits | 310,000 tested, 0.33% active | Salmonella Typhi PhoP-promoter GFP reporter, fluorescence, 4 h; higher % means a stronger effect; in the data active = a potency from the dose series; inconclusive = inhibition mostly from about 25% at the one dose, without a potency; inactive = the rest, 99 in 100 with inhibition below about 19%;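 note: 0% = induced wells with vehicle and 100% = uninduced wells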
M. tuberculosis HTS – M. tuberculosis growth inhibition, HTS (AID 449762). M. tuberculosis H37Rv growth inhibition, 7H9 media; higher % means a stronger effect. inhibition, % at 25 µM, or IC50 in µM where a hit was titrated. 330,000 tested, 0.59% active; in the data active = a potency from the dose series; inconclusive = inhibition above about 70% without an active follow-up result;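 note: bacterial growth assessed after seven days of incubation; strong numbers were not always called active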
inhibitors of VEEV – inhibitors of VEEV TC-83 cytopathic effect, confirmation, Vero cells (AID 588727); Vero cells, VEEV TC-83 cytopathic effect inhibition; higher % means a stronger effect; inhibition, % at 20 µM; hits with a dose series show IC50 in µM; 350,000 tested, 0.13% active; in the data active = a potency from the dose series; inconclusive = inhibition mostly from about 14% at the one dose, without a potency; inactive = the rest, 99 in 100 with inhibition below about 12%; note: strong numbers were not always called active
inhibitors of VEEV 10K pilot screen – second read-out of inhibitors of VEEV, no call of its own (marks repeat the call); inhibition, %; measured here: 10K pilot screen inhibition
* marks the source's active call; other numbers are inactive results; i = inactive; ? = inconclusive; . = no result given.

Preview:
SMILES | M. tuberculosis | influenza NS1A | PhoP GFP inhibition | M. tuberculosis HTS | inhibitors of VEEV | others
CCn1cc([N+](=O)[O-])nc1C | -30% | 4% | -4% | -2% | i
O=C1N[C@@H](Cc2ccccc2)COC(=O)[C@H](Cc2ccc(F)cc2)C/C=C\C[C@H]1CC(=O)N(CCO)Cc1ccccc1 | 75% | -14% | . | 9% | 2.9%
O=C(c1noc2c1CCCC2)N1CCCCC1 | 34% | -4% | -6% | -12% | 1.1%
CC[C@H]1CN2CCC1C[C@H]2[C@H](O)c1ccnc2ccc(OC)cc12 (stereo partly drawn) | 14% | 7% | 15% | -3% | 0.1%
CCN1CCc2c(sc(NC(=S)NC(=O)c3ccco3)c2C(N)=O)C1 | 9% | . | -14% | -10% | 3.4%
O=C(O)COc1ccccc1C=NNC(=O)c1ccc(NS(=O)(=O)c2cccs2)cc1 | 6% | -12% | . | 11% | 0.9%

This part in full, repeating the preview:
SMILES | M. tuberculosis | influenza NS1A | PhoP GFP inhibition | M. tuberculosis HTS | inhibitors of VEEV | others
CCn1cc([N+](=O)[O-])nc1C | -30% | 4% | -4% | -2% | i
O=C1N[C@@H](Cc2ccccc2)COC(=O)[C@H](Cc2ccc(F)cc2)C/C=C\C[C@H]1CC(=O)N(CCO)Cc1ccccc1 | 75% | -14% | . | 9% | 2.9%
O=C(c1noc2c1CCCC2)N1CCCCC1 | 34% | -4% | -6% | -12% | 1.1%
CC[C@H]1CN2CCC1C[C@H]2[C@H](O)c1ccnc2ccc(OC)cc12 (stereo partly drawn) | 14% | 7% | 15% | -3% | 0.1%
CCN1CCc2c(sc(NC(=S)NC(=O)c3ccco3)c2C(N)=O)C1 | 9% | . | -14% | -10% | 3.4%
O=C(O)COc1ccccc1C=NNC(=O)c1ccc(NS(=O)(=O)c2cccs2)cc1 | 6% | -12% | . | 11% | 0.9%
O=[N+]([O-])c1ccccc1/C=C/CN1CCC(O)CC1 | -6% | -9% | 3% | 0% | i
CN(Cc1ccc2nonc2c1)Cc1nc(CC2CC2)no1 | 73% | -14% | 10% | 2% | 1.3%
Cc1cc(-c2nc3ccccc3s2)ccc1N | . | -9% | . | . | 5.9%
COc1cc(/C=C2\CCC(C3CCCC3)C2=O)ccc1OC(C)C (stereo not drawn) | -7% | -3% | 4% | 8% | i
COc1cccc(CNC(=O)CN2C(=O)CSc3ccc(S(=O)(=O)N4CCOCC4)cc32)c1 | -7% | 4% | -13% | 3% | 1.9%
O=C(O)CC1SC(=O)N(Cc2ccccc2)C1=O (stereo not drawn) | -14% | 1% | -4% | 6% | 0.7%
O=C(c1cc2cc(F)ccc2[nH]1)N1CCCC(Nc2ccc(F)cc2)C1 (stereo not drawn) | 13% | 9% | -3% | 11% | 4.8%
O=C(CSc1nc2ccccc2c(=O)n1Cc1ccco1)c1ccccc1 | 1% | 1% | -12% | 3% | 11%
O=C(Cc1ccccc1)NCC(=O)N1CCCC1 | 1% | 2% | -1% | -5% | 0.7%
NS(=O)(=O)c1ccc(CCNC(=O)C2CCN(C(=O)Nc3ccccc3)CC2)cc1 | 0% | -2% | . | -4% | i
Cc1ccc2oc(=O)c3cnn(CC(=O)N(CCCN4CCOCC4)Cc4ccco4)c3c2c1 | -10% | 3% | 3% | -1% | 1.8%
Cc1ccc(OCCSc2nc(N)cc(N)n2)cc1 | 6% | 2% | 11% | -5% | 3.6%
COc1ccc(C)cc1NC(=O)C(=O)NNC(=O)c1ccco1 | ? | -10% | 7% | ? | 4.9%
Cc1cc(C(=O)OCC(=O)Nc2ccccc2Br)c(C)o1 | 31% | -3% | . | -3% | 0.2%
CCC1CCCCN1S(=O)(=O)c1ccc(C(=O)N(CCCN(C)C)c2nc3cc4c(cc3s2)OCO4)cc1 (stereo not drawn) | 43% | 18% | -6% | 15% | 8.0%
Cc1ccc(NC(=O)C2C3C=CC4(O3)C2C(=O)N(CCN2CCOCC2)C4C(=O)NC2CCCCC2)cc1C (stereo not drawn) | 5% | 8% | -9% | -1% | i
COc1ccc(C(=O)N2CCN=C2c2ccccc2)cc1OC | 2% | 10% | 1% | -2% | 1.3%
CN1C(=O)c2ccccc2C(C(=O)NCc2ccco2)C1c1c[nH]c2ccccc12 (stereo not drawn) | 2% | 2% | 1% | -9% | 8.9%
CCCC(=O)Nc1ccc(NC(=O)c2cccc(OC)c2)nc1 | 10% | 11% | -1% | -7% | 0.8%
Cc1ccccc1C(=O)NC(C(=O)Nc1nc2c(s1)CCCC2)C(C)C (stereo not drawn) | 2% | -1% | -8% | 0% | 0.8%
C=CCSc1nc2ccccc2n1Cc1nnc(-c2cccs2)o1 | 63% | -15% | -11% | -19% | 0.5%
O=C(N/N=C/c1c(O)n(CCc2ccccc2)c(=O)[nH]c1=O)c1ccccc1O | 45% | 8% | 2% | 3% | 7.4%
COc1ccc(N2CCN(C(=O)CSc3nc4c(c(=O)n(C)c(=O)n4C)n3C(C)C)CC2)cc1 | 7% | -1% | 7% | -5% | 1.2%
CCOc1ccc2cc(C(=O)c3ccccc3)c(=O)oc2c1 | 34% | -5% | -9% | 10% | 0.4% | inhibitors of VEEV 10K pilot screen=0.4

Overlap with the part before: five entries, then new ones.
SMILES | M. tuberculosis | influenza NS1A | PhoP GFP inhibition | M. tuberculosis HTS | inhibitors of VEEV | others
Cc1ccccc1C(=O)NC(C(=O)Nc1nc2c(s1)CCCC2)C(C)C (stereo not drawn) | 2% | -1% | -8% | 0% | 0.8%
C=CCSc1nc2ccccc2n1Cc1nnc(-c2cccs2)o1 | 63% | -15% | -11% | -19% | 0.5%
O=C(N/N=C/c1c(O)n(CCc2ccccc2)c(=O)[nH]c1=O)c1ccccc1O | 45% | 8% | 2% | 3% | 7.4%
COc1ccc(N2CCN(C(=O)CSc3nc4c(c(=O)n(C)c(=O)n4C)n3C(C)C)CC2)cc1 | 7% | -1% | 7% | -5% | 1.2%
CCOc1ccc2cc(C(=O)c3ccccc3)c(=O)oc2c1 | 34% | -5% | -9% | 10% | 0.4% | inhibitors of VEEV 10K pilot screen=0.4
Cc1ccc(C(=O)N2CCN(c3ccc(NC(=O)c4cccnc4Cl)cc3)CC2)cc1 | -3% | 0% | 10% | -10% | 0.2%
CC1CCCCC1NC(=O)COC(=O)COc1ccccc1F (stereo not drawn) | 0% | 0% | . | 5% | 2.5%
Cc1ccc(C2(C)NC(=O)N(CC(=O)c3ccc4c(c3)OCCO4)C2=O)cc1 (stereo not drawn) | 6% | -20% | . | 0% | 3.0%
CN(C)C(CNC(=O)c1cccc(S(=O)(=O)NCc2ccccc2)c1)c1ccco1 (stereo not drawn) | -5% | -2% | 0% | -4% | 0.1%
CCCn1nc(C(=O)NCCc2ccc(S(N)(=O)=O)cc2)c2ccccc2c1=O | -8% | 3% | -4% | -7% | 1.2%
Cc1cccc(N2CCN(C(=O)CCS(=O)(=O)c3ccc(Br)cc3)CC2C)c1 (stereo not drawn) | 28% | 12% | 0% | -3% | 0.3% | inhibitors of VEEV 10K pilot screen=1.4
CCN(CC)CCCNC(=O)CSc1nc(C)cc(C)n1 | -12% | -7% | -2% | -10% | i
Cc1onc(-c2ccccc2Cl)c1C(=O)Nc1ccc(F)c(F)c1 | 28% | 2% | -10% | 5% | i
CCOC(=O)C1CCN(c2c(NCc3ccc(C(=O)NC(C)CC)cc3)c(=O)c2=O)CC1 (stereo not drawn) | -4% | -3% | 9% | 0% | 0.4%
NC(=S)NN=C1CCCCCCCC1 | . | 7% | . | . | 0.9%
Cc1ccc(OCc2cc(C(=O)NC(C)Cc3cccnc3)no2)cc1C (stereo not drawn) | 64% | 6% | -3% | 35% | 0.5%
O=[N+]([O-])c1cc(C(F)(F)F)cc([N+](=O)[O-])c1NCc1cccnc1 | 11% | -9% | -8% | 0% | 2.2%
CCOC(=O)c1c(CC(C)C)csc1N | -2% | -9% | -8% | 1% | 1.4%
CCOc1ccc(Br)cc1C1=NN(C(C)=O)C(c2ccc([N+](=O)[O-])s2)O1 (stereo not drawn) | . | 4% | . | . | 0.5%
CNc1nc(C)nc(N/N=C/c2ccccc2)n1 | -3% | -9% | 4% | 2% | 1.8%
COc1ccc(C)cc1NC(=O)NNC(=O)c1ccoc1C | -10% | -1% | -9% | -11% | 0.1%
COc1cccc(CN2CCNC(=O)C2CC(=O)NCCc2ccccn2)c1 (stereo not drawn) | -8% | -9% | 3% | -6% | 0.3%
CC(C)CCC(C)NC(=O)Cc1ccc(S(=O)(=O)N2CCOCC2)s1 (stereo not drawn) | -8% | -4% | -1% | -11% | 1.3%
COc1cccc(CN2CC(C(=O)NCCc3ccc(C)s3)CCC2=O)c1 (stereo not drawn) | 10% | 24% | -1% | -3% | 2.8%
Cc1cc(C)c(C(=O)COC(=O)C2CC3CCCC(C2)C3=O)c(C)c1 (stereo not drawn) | 23% | -1% | -2% | ? | 3.5%
O=C(CSc1nnc(-c2ccccc2Br)o1)N1CCOCC1 | ? | 12% | -12% | 5% | 1.0%
CC1=CN2C(=N)/C(=C/c3ccc(C)o3)C(=O)N=C2S1 | 3% | -5% | -7% | 3% | 2.1%
COc1ccc(C/C(C)=N/NC(=O)c2ccncc2)cc1 | 59% | 3% | 3% | ? | 0.1%
O=C1CN(C(=O)COC(=O)CCS(=O)(=O)c2ccccc2)c2ccccc2N1 | 14% | -4% | . | 0% | 1.3%
Cc1ccc(S(=O)(=O)N2CCN(CC(=O)NC3CCCc4ccccc43)CC2)c(C)c1 (stereo not drawn) | 45% | -3% | -7% | -29% | i
COc1ccc(S(=O)(=O)NCC2CCCN(C(=O)C=C(C)C)C2)cc1 (stereo not drawn) | 0% | -6% | -10% | 2% | 0.3%
Nc1c(C(=O)NC2CCCC2)c2nc3ccccc3nc2n1/N=C/c1cccnc1 | 4% | -17% | -4% | 19% | 7.0%
CCOC(=O)c1oc2cc(O)cc(C)c2c1C | . | -5% | . | . | 4.7%
O=C(CSc1nnc(NC(=O)c2c(F)cccc2F)s1)NCc1ccc(F)cc1 | 74% | -5% | -7% | -6% | 1.2%
Cc1cc(C)n(C(=O)CNC(=O)Cc2ccccc2)n1 | -13% | 4% | 3% | -3% | 0.5%
COC(=O)c1cccc(-c2ccc(C(c3c(C)[nH][nH]c3=O)c3c(C)[nH][nH]c3=O)o2)c1 | 4% | 11% | 9% | 38% | 9.0%
CCc1nnc(NS(=O)(=O)c2ccc(NC(=S)NC(=O)/C=C/c3ccccc3)cc2)s1 | 28% | 10% | -1% | -8% | 1.5%
CC(=O)n1nc(-c2ccc(Cl)cc2)nc1NCc1ccco1 | -10% | -7% | -4% | -3% | 0.9%
O=C(CN1C(=O)c2ccccc2S1(=O)=O)N1CCOCC1 | 6% | -6% | -9% | -6% | 2.3%
CC(C)C[C@@H](CO)N1CCN(CCCc2ccccc2)CCC1=O | -1% | 2% | 0% | 2% | i
Cc1ccccc1C(=O)N1CCc2ccccc2C1 | 13% | 5% | -2% | 0% | 0.8%
Cc1cccn2c(=O)c3c(nc12)N1CCCCCC1C1(C3)C(=O)N(C)C(=O)N(C)C1=O (stereo not drawn) | 35% | . | 0% | -3% | 1.0%
COc1cccc(CNC(=O)c2n[nH]c3ccccc23)c1 | 2% | -5% | 0% | -7% | 2.3%
O=C(COc1ccccc1)N1CCN(CC(O)COc2ccccc2)CC1 (stereo not drawn) | -5% | -7% | 1% | -1% | 0.7%
Cc1ccsc1C(=O)N1CCCC(CCC(=O)NCc2ccc(F)c(F)c2)C1 (stereo not drawn) | 3% | -3% | -6% | 0% | i
O=C(C1CC=CCC1)N1CCN(S(=O)(=O)c2ccc(F)cc2)CC1 (stereo not drawn) | . | 6% | . | . | i
C(=Cc1c[nH]c2ccccc12)c1nccc2ccccc12 | . | 7% | . | . | ?
